# Compound activity as filed in PubChem.
# All columns: NCI-60 one-dose screen, growth in % after 48 h at 10 µM unless noted; 100 = growth as untreated, 0 = no growth, -100 = all killed.
# EKVX: EKVX NSCLC. AID 1794765. 71,000 compounds, 3% hits
# SR: SR leukemia cells | 73,000 compounds, 8.7% hits
# HOP-62: HOP-62 NSCLC. AID 1794735. 80,000 compounds, 3.9% hits
# CCRF-CEM: CCRF-CEM leukemia | 77,000 compounds, 7% hits | AID 1794778
# HOP-92: HOP-92 NSCLC cells | 71,000 compounds, 6.3% hits | AID 1794738
# K-562: K-562 leukemia. 78,000 compounds, 7.4% hits. AID 1794777
# RPMI-8226: RPMI-8226 leukemia cells; AID 1794781; 77,000 compounds, 7.5% hits
# MOLT-4: MOLT-4 leukemia cells. AID 1794779. 80,000 compounds, 6.9% hits
# Starred values were filed as active, the others as inactive; · = no result given; & = joins results of further samples; [ ] = another dose, or the depositor's remark. The calls were made as follows: active = growth percent below 10; inactive = the rest.
SMILES,EKVX,SR,HOP-62,CCRF-CEM,HOP-92,K-562,RPMI-8226,MOLT-4
COc1ccc(CCC(=O)O)c(C(CC(=O)O)C(=O)O)c1OS(=O)(=O)c1ccc(C)cc1 (stereo unspecified),·,97,111,100,·,115,100,105
CC(/C=C/C(=O)c1c(O)c(-c2ccc(O)cc2)c[nH]c1=O)=C\[C@H](C)[C@H](C)O,97,41,104,76,116,53,·,73
Cc1sc2nc3c4ccccc4c(NCCCN(C)C)nn3c(=O)c2c1C,76,·,62,-28*,29,-74*,-56*,-45*
CN1CCN(Cc2ccc(NC(=O)c3cncc(C#Cc4c(N)ncc5ccc(F)cc45)c3)cc2C(F)(F)F)CC1,51,·,22,0.4*,-23*,-33*,5.4*,9.8*
COc1ccc(C2C(c3ccccc3)C(=O)N2c2cc(OC)c(OC)c(OC)c2)cc1I (stereo unspecified),62,8.9*,25,7.6*,42,6.8*,-9.9*,7.8*
CCOC(=O)C(C#N)=C(c1ccccc1)c1ccccc1,101,93,94,99,121,89,113,101
Fc1ccc(-c2nc(-c3nc4ccc(Cl)cc4[nH]3)cc3c2[nH]c2ccccc23)cc1,·,32,66,20,·,30,13,33
C#C[C@]1(O)CC[C@H]2[C@@H]3CC=C4c5sc(N(C)c6ccccc6)nc5CC[C@]4(C)[C@H]3CC[C@@]21C,103,44,101,44,139,2.9*,2.9*,31
Cc1ccc[n+](/C=C/c2ccccc2)c1,101,150,96,71,72,214,91,126
O=C1N/C(=C\c2nc3ccccc3s2)c2ccccc21,48,58,103,99,90,82,65,99
O=C(C[N+]12CN3CN(CN(C3)C1)C2)c1ccc2ccccc2c1,78,80,101,25,54,58,71,64
COc1ccc(/C=C2\Cc3cc4c(cc3C2=O)OCO4)c(OC)c1,90,40,99,93,·,55,93,108
CCN1C(=O)N(CC)C2Nn3c(s/c(=C\c4cnc(C)n4C)c3=O)=NC21 (stereo unspecified),92,112,87,·,48,108,164,103
COc1ccc(Cn2cc(C#N)c(N)c2C(C)=O)c(OC)c1,99,106,105,105,86,103,105,105
N#Cc1ccc(S(=O)(=O)Nc2cccc3[nH]cnc23)cc1,·,83,95,89,37,85,89,95
S=C1Nc2ccccc2C1(C1=CNC2C=CC=CC12)C1=CNC2C=CC=CC12 (stereo unspecified),98,110,90,101,108,118,106,113
Oc1ccc2c(c1)CCC2,104,87,94,86,84,98,92,85
CN1NCc2cncnc21,121,150,92,107,99,150,107,128
Oc1ccccc1CN1CCN(C(c2ccccc2)c2ccccc2)CC1,·,70,98,97,110,89,97,96
CC(O)C(=O)NC1CCCCC1 (stereo unspecified),97,107,117,104,·,107,104,111

# Of the compounds above, these contain four or more nitrogen atoms.
SMILES,EKVX,SR,HOP-62,CCRF-CEM,HOP-92,K-562,RPMI-8226,MOLT-4
Cc1sc2nc3c4ccccc4c(NCCCN(C)C)nn3c(=O)c2c1C,76,·,62,-28*,29,-74*,-56*,-45*
CN1CCN(Cc2ccc(NC(=O)c3cncc(C#Cc4c(N)ncc5ccc(F)cc45)c3)cc2C(F)(F)F)CC1,51,·,22,0.4*,-23*,-33*,5.4*,9.8*
Fc1ccc(-c2nc(-c3nc4ccc(Cl)cc4[nH]3)cc3c2[nH]c2ccccc23)cc1,·,32,66,20,·,30,13,33
O=C(C[N+]12CN3CN(CN(C3)C1)C2)c1ccc2ccccc2c1,78,80,101,25,54,58,71,64
CCN1C(=O)N(CC)C2Nn3c(s/c(=C\c4cnc(C)n4C)c3=O)=NC21 (stereo unspecified),92,112,87,·,48,108,164,103
N#Cc1ccc(S(=O)(=O)Nc2cccc3[nH]cnc23)cc1,·,83,95,89,37,85,89,95
CN1NCc2cncnc21,121,150,92,107,99,150,107,128

# Later entries:
SMILES,EKVX,SR,HOP-62,CCRF-CEM,HOP-92,K-562,RPMI-8226,MOLT-4
CC1(O)c2cccc(Sc3ccccc3)c2C(C)(O)c2c(Sc3ccccc3)cccc21 (stereo unspecified),·,44,77,48,95,59,67,20
COCCn1cc(-c2csc(-c3c[nH]c4ccc(F)cc34)n2)c2cccnc21,38,9.5*,44,20,38,8.4*,21,14
CCOC(=O)CN1C(=O)c2ccc(C(=O)c3ccc4c(c3)C(=O)N(CC(=O)OCC)C4=O)cc2C1=O,106,118,101,97,112,104,109,104
O=c1[nH][nH]c(=O)[nH]1,107,83&93,110&106,96&97,94&104,113&104,102&100,102&95
CC1=C(c2ccccc2)C(O)(c2ccccc2)C(C)C1=O (stereo unspecified),97,35,78,93,48,44,89,95
O=C1C=CC(=O)N1C(=O)NC(NC(=O)N1C(=O)C=CC1=O)c1ccc2c(c1)OCO2,114,115,112,106,97,106,109,91
COc1cc2c(cc1OC)/C(=C\C#N)NCC2,·,86,83,90,·,87,89,93
C=C(C)CN=CC1(C)CCC(C)=CO1 (stereo unspecified),95,83,95,84,·,85,·,91
C/C(=C\C(=O)OCCCCCCCCC(=O)O)C[C@@H]1OC[C@H](C[C@@H]2O[C@H]2[C@@H](C)[C@H](C)O)[C@@H](O)[C@H]1O,94,98,103,100,106,101,104,115
COC(=O)[C@H]1CCCN1C(=O)[C@H]1CCCN1C(=O)[C@@H](Cc1c[nH]c2ccccc12)NC(=S)Nc1cc(C(F)(F)F)cc(C(F)(F)F)c1,·,14,79,36,·,34,·,21
COc1ccccc1Cn1cc(C#N)c(N)c1C(=O)c1ccc(Br)cc1,85,112,104,91,100,83,94,85
O=C(c1ccccc1)c1c(-c2ccccc2)oc2c1CNC1C(O)=CC=CC21 (stereo unspecified),81,58,42,55,51,51,53,54
O=C(NCCCNc1cc(-c2cn(-c3ccccc3)nc2-c2cccc(O)c2)ccn1)Nc1ccc(Cl)c(Cl)c1,72,55,78,54,66,25,34,37
CC(C)OC(=O)Oc1ccc(Cl)cc1,115,82,104,86,94,121,98,99
O=C(C(=O)c1ccc(Br)cc1)c1ccc(Br)cc1,101,119,87,112,96,64,116,129
CC(=O)O[C@H]1CC[C@@]2(C)C(=CC[C@@H]3[C@@H]2CC[C@]2(C)C(c4cccnc4)=CC[C@@H]32)C1,50,31,76,48,79,·,·,46
O=C(Nc1nc(-c2ccc(Cl)cc2)cs1)c1ccccc1CN1C(=O)c2ccccc2C1=O,91,80,107,90,89,86,86,85
O=C1OC(c2nc3ccccc3s2)=C/C1=C\c1cccc(Cl)c1,89,105,92,100,95,104,99,106
CC(=O)Nc1ccc2c(c1)/C(=C\C=C/c1ccc([N+](C)(C)C)cc1)c1ccccc1-2,58,90,18,67,52,50,74,64
CC(C)=CCC/C(C)=C/CCc1ccc2c(c1)C(=O)c1ccccc1C2=O,78,90,85,91,·,80,60,94
O=C(NCc1ccccc1)C(c1ccc(Br)cc1)N(C(=O)CCc1ccccc1)C1CC1 (stereo unspecified),77,75,86,79,72,·,82,66
CC(C)C(NC(=O)CCOCCOCCOCCOc1cccc2c1C(=O)N(C1CCC(=O)NC1=O)C2=O)C(=O)N1CCN(c2cc(-c3ccccc3O)nnc2N)CC1 (stereo unspecified),102[1 µM],98[1 µM],98[1 µM],106[1 µM],93[1 µM],105[1 µM],104[1 µM],108[1 µM]
O=C(CCN1CCCC1)Nc1ccc2c(NCc3ccccc3)c3ccccc3nc2c1,4.7*,-15*,-3.5*,-24*,-9.2*,-14*,-35*,-18*
NS(=O)(=O)c1ccc(C(=O)N=Nc2c(O)n(Cc3ccccc3)c3ccccc23)cc1,92,93,104,92,90,81,72,86
Nc1ccccc1-c1nc2ccncc2[nH]1,104,99,105,99,101,101,98,108
Cc1ccc(Cl)cc1NCN1C(=O)c2ccccc2C1=O,96,88,97,104,84,111,98,96
COc1ccc(-c2nn3c(Cc4ccc(Cl)cc4)nnc3s2)cc1OC,92,94,87,95,74,98,69,91
O=c1ccc2cnc3sc(-c4ccccc4)nc3c2[nH]1,70,89,108,104,111,29,105,99
COc1ccc2c(c1)O/C(=C/c1ccc(OCC(=O)Nc3ccc(S(N)(=O)=O)cc3)cc1)C2=O,97,79,104,95,91,86,91,88
Cn1c(=O)c2c(nc(CCc3ccccc3)n2C)n(C)c1=O,113,90,106,95,·,102,·,92
CCNCC#CCNCC,·,·,98,·,·,111,96,104
CCCCC(CC)COC(=O)/C=C/c1cccc2c1C(=O)NC(C)(c1cc3cc(Cl)ccc3oc1=O)N2 (stereo unspecified),104,85,98,86,·,77,94,89
N#Cc1cccc(-c2nc(N)n(-c3nc4ccccc4s3)n2)c1,95,97,102,104,104,94,·,95
CS(=O)(=O)Nc1ccc2nc(NC(=O)Nc3cccc(Cl)c3)sc2c1,84,66,87,71,97,35,58,56
O=C(O)C(F)(F)F,106,100&92,101&82,100&82,90&86,125&107,106&109,112&94
CCC(C)Oc1cc(/C=N/NC(=O)c2cnn(CC(O)c3ccccc3)c2N)ccc1OC (stereo unspecified),·,78,81,72,90,99,58,67
Cc1cc(NC(=O)c2ccc(N=Nc3c(S(=O)(=O)O)cc4cc(NC(=O)c5ccc(N)cc5)ccc4c3O)cc2)ccc1N=Nc1ccc2cc(S(=O)(=O)O)cc(S(=O)(=O)O)c2c1,101,93,100,99,103,94,101,99
COc1cc2c(=O)n(C)c3ccccc3c2cc1OC,·,110,109,95,104,102,94,96
NCCC1CCCS1 (stereo unspecified),96,107,96,95,111,93,103,102
O=C(Cn1nncc1CN1C(=O)CSC1=O)Nc1cccc(Cl)c1,90,115,103,107,100,104,110,102
CCOC(=O)CCCn1c(=O)c2sc3ncccc3c2n2nnc(-c3ccccc3)c12,100,81,103,76,96,79,75,82
FC(F)(F)c1nnc2n1N=Cc1ccc(Br)cc1S2,94,107,97,97,92,97,92,100
Cc1ccc(NC(=O)CCS)cc1,125,85,114,96,109,115,103,85
CSc1ccccc1C(=O)Nc1nc(-c2ccccn2)cs1,·,87,80,97,89,84,89,91
CSc1nc2ccccc2cc1/C=[N+](\[O-])c1ccccc1,79,22,68,11,53,15,15,22
Cc1cccc(Cl)c1NC(=O)CCCl,·,90,90,·,·,108,101,96
COc1ccc(-c2nnc(COc3ccc(NS(=O)(=O)c4ccc(OC)cc4)cc3F)o2)cc1,·,51,94,43,71,56,43,60
CN1CCN(CC(=O)Nc2ccc(-c3nc4ccccc4s3)cc2)CC1,84,6.3*,87,64,36,42,88,78
CCOC(=O)CC[C@H](NC(=O)c1ccc(NC(=O)Cn2cnc3c(c(C)nn3-c3ccccc3)c2=O)cc1)C(=O)OCC,97,76,95,82,80,92,99,95
Cc1ccc(S(=O)(=O)NC(=O)NN2CC3CCCC3C2)cc1 (stereo unspecified),99&106,90,105&109,94&100,101&92,93&100,100&100,104&90
Clc1cccc(CNc2c3ccccc3nc3ccccc23)c1,27,-3.9*,46,18,·,5.0*,-24*,1.1*
O=P1(NC2CCCC2)OCC2(CO1)COP(=O)(NC1CCCC1)OC2 (stereo unspecified),97,105,106,92,96,101,·,111

# Exported with each value named: part of the list above
Cc1cccc(Cl)c1NC(=O)CCCl
  EKVX: ·; SR: 90; HOP-62: 90; CCRF-CEM: ·; HOP-92: ·; K-562: 108; RPMI-8226: 101; MOLT-4: 96
COc1ccc(-c2nnc(COc3ccc(NS(=O)(=O)c4ccc(OC)cc4)cc3F)o2)cc1
  EKVX: ·; SR: 51; HOP-62: 94; CCRF-CEM: 43; HOP-92: 71; K-562: 56; RPMI-8226: 43; MOLT-4: 60
CN1CCN(CC(=O)Nc2ccc(-c3nc4ccccc4s3)cc2)CC1
  EKVX: 84; SR: 6.3*; HOP-62: 87; CCRF-CEM: 64; HOP-92: 36; K-562: 42; RPMI-8226: 88; MOLT-4: 78

# Some entries already given, reduced to SR, EKVX and HOP-92.
structure | SR | EKVX | HOP-92
CCOC(=O)CCCn1c(=O)c2sc3ncccc3c2n2nnc(-c3ccccc3)c12 | 81 | 100 | 96
FC(F)(F)c1nnc2n1N=Cc1ccc(Br)cc1S2 | 107 | 94 | 92
Cc1ccc(NC(=O)CCS)cc1 | 85 | 125 | 109
